Screening results: PubChem BioAssay, several laboratories
FBA Mtb inh: Mtb fructose-bisphosphate aldolase inhibition; purified M. tuberculosis FBA, fluorescence read-out; inhibition, % at 1 µM; AID 588726; 360,000 tested, 2.3% active; in the data active = inhibition above about 27%;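 also: 0% = vehicle and 100% = reference inhibitor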
Target sequence (P9WQA3 whole entry, looked up): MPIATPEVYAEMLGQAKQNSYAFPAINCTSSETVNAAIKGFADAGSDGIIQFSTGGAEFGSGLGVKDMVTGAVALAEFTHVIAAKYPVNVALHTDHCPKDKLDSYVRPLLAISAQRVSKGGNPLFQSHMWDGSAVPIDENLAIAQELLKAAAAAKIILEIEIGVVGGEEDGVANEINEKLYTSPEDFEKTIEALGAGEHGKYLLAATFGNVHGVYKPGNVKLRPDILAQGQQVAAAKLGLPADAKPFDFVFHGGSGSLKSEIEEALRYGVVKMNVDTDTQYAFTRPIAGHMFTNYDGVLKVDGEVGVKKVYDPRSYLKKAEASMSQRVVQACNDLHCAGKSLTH
MazEF act: activators of E. coli MazEF toxin-antitoxin RNase; P0AE70; FAM/BHQ RNA-DNA oligo cleavage fluorescence, 5 h; activation, % at 20 µM; 350,000 tested, 0.32% active; in the data active = activation above about 50%
DUSP3 inh: blocks human VHR1 dual specificity phosphatase | recombinant VHR phosphatase, pNPP absorbance | inhibition, % at 13.3 µM | 290,000 tested, 0.52% active; in the data active = inhibition above about 50%; also: some compounds called inactive have numbers as strong as hits
Target sequence (P51452 whole entry, looked up): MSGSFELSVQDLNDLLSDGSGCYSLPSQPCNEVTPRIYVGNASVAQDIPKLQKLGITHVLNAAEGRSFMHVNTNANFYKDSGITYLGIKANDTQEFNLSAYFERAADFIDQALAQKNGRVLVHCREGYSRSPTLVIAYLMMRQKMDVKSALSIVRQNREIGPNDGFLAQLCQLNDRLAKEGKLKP
Mtb UGM inh: blocks M. tuberculosis UGM enzyme. P9WIQ1. purified UGM, fluorescence polarization probe displacement. inhibition, % at 10 µM. 320,000 tested, 0.06% active. AID 504406; in the data active = inhibition above about 10%, passing the limit was not always enough; inconclusive = no clear call, values can overlap the other calls
Target sequence (P9WIQ1 whole entry, looked up): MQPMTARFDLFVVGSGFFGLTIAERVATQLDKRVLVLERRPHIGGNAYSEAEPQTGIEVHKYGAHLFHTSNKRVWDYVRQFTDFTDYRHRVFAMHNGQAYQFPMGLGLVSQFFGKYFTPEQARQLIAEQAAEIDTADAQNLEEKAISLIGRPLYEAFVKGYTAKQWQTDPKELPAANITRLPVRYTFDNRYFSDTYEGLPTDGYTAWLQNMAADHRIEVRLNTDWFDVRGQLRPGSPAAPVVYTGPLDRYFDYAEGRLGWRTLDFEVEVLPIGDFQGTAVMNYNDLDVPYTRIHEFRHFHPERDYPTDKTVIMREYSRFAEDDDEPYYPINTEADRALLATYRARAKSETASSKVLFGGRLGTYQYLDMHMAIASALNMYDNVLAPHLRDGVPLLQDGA
BoNT F protease: BoNT F light chain protease inhibition | Multiplex microsphere protease cleavage assay, flow cytometry | inhibition, % at 10 µM | 360,000 tested, 0.22% active; in the data active = inhibition above about 35%, passing the limit was not always enough; inconclusive = no clear call, values can overlap the other calls; also: plate controls were buffer without enzyme for full effect and enzyme alone for no effect
Mtb BioA inh: blocks M. tuberculosis BioA enzyme activity; purified M. tuberculosis BioA enzyme, plate reader; inhibition, % at 9.99 µM; 360,000 tested, 0.096% active; AID 602481; in the data active = inhibition above about 40%; inconclusive = no clear call, values can overlap the other calls
GDH-TPI inh: inhibits GDH-TPI coupling enzymes, artifact for Mtb FBA screen; GDH-TPI coupled enzyme counterscreen, NADH absorbance; inhibition, % at 4.8 µM; 360,000 tested, 1.2% active; AID 588335;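 also: 0% = DMSO wells and 100% = wells lacking the enzyme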
Rv3671c inh: Rv3671c (M. tuberculosis) protease inhibition. inhibition, % at 5.96 µM. 320,000 tested, 0.048% active; in the data active = inhibition above about 38%;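 also: extracellular domain of Rv3671c used as enzyme; 0% = enzyme with DMSO and 100% = no enzyme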
FadD28 binding: blocks FadD28 binding to the bisubstrate probe; inhibition, % at 12.5 µM; 360,000 tested, 0.22% active; fluorescence polarization; in the data active = inhibition above about 8.5%, passing the limit was not always enough; inconclusive = no clear call, values can overlap the other calls
CCHFV vOTU inh: CCHFV vOTU protease inhibition; 370,000 tested, 0.55% active; Pep-AMC fluorescence; inhibition, % at 11.5 µM; AID 651958; also: 0% = vehicle wells with enzyme and 100% = no enzyme wells
An asterisk follows results filed as active; ? = inconclusive; . = no result given. Rule as the data show it, unless noted: active = inhibition above about 30%; inactive = the rest.

Values run as follows: FBA Mtb inh | MazEF act | DUSP3 inh | Mtb UGM inh | BoNT F protease | Mtb BioA inh | GDH-TPI inh | Rv3671c inh | FadD28 binding | CCHFV vOTU inh
O=C(c1ccc(F)cc1)N1CCCCC(S(=O)(=O)c2ccccc2)C1=O (stereo not drawn)
 : -5 | 0 | -11 | 0.0 | -2 | . | -1 | 7 | -4.3 | -6
CCCCCc1nc2ccccc2c(=O)n1-c1ccc(Cl)cc1[N+](=O)[O-]
 : 0 | 0 | 1 | 1.3 | -6 | . | 0 | -4 | -2.5 | 25
COC(=O)Nc1ccc(S(=O)(=O)Nc2ncccn2)cc1
 : -1 | -1 | 5 | 0.0 | 0 | . | -1 | 1 | 0.1 | 3
NNC(=O)CN1C(CN2CCOCC2)=Nc2ccc(Br)cc2C1c1ccccc1 (stereo not drawn)
 : 3 | 2 | 12 | 0.6 | 1 | . | 14 | 5 | -3.7 | -5
FC(F)(F)c1cc(-c2ccccc2)nc(NC2CCCC2)n1
 : 5 | 7 | 37 | -1.8 | 0 | 0.0 | 8 | 3 | -0.4 | 22
O=C(Nc1ccccc1F)c1cccc(C(=O)Nc2ccccc2F)c1
 : -1 | 4 | 16 | -1.0 | ? | . | 0 | 0 | -3.4 | -5
COc1ccc(N2CC(O)=C(c3n(C)c4ccccc4[n+]3C)C2=N)cc1
 : 4 | 2 | -4 | . | ? | 0.0 | 3 | -6 | -1.0 | -3
C=CCn1c(SCC(=O)NCCc2ccccc2)nnc1C(C)NC(=O)c1cccs1 (stereo not drawn)
 : 2 | 7 | 18 | -0.8 | -7 | 3.4 | -1 | 1 | -3.5 | -8
Cc1cccc(C(C(=O)NC2CCCCC2)N(Cc2cccnc2)C(=O)c2csnn2)c1 (stereo not drawn)
 : -5 | 8 | 22 | -1.6 | -14 | 0.7 | 0 | 5 | -0.2 | -9
CCCNC(=O)N1C2=NC(C(=O)OC)=C(C(=O)OC)[C@@H]3N(Cc4ccccc4)c4ccccc4[C@]23C[C@H]1CO
 : -2 | -2 | . | 2.6 | -2 | 0.4 | 1 | 5 | -0.2 | -6
COc1ccc(C(C#N)c2cnccn2)cc1OC (stereo not drawn)
 : 6 | 4 | . | 1.3 | -2 | -0.7 | 14 | -4 | -2.8 | 13
Brc1ccc(-c2nnc3sc(CN4CCC5(CC4)OCCO5)cn23)cc1
 : -2 | -3 | -11 | -3.0 | -6 | -2.2 | -15 | -4 | -2.8 | .
C/C(=N\NC(=O)c1ccn(C)n1)c1ccc(NC(=O)C2CCC2)cc1
 : -2 | -17 | 13 | -0.6 | 6 | 1.3 | -8 | . | -3.2 | -5
O=C(NC(=S)N1CCN(c2ccc(F)cc2)CC1)c1ccccc1
 : 0 | -6 | . | . | -6 | . | 9 | . | 0.8 | -5
CCCN1CCC(=O)N([C@H](CSc2ccccc2)CC(C)C)CC1
 : -3 | 4 | 63 | -2.2 | 4 | -1.5 | 0 | 0 | -4.2 | 21
COc1ccccc1N1CCN(C2CCN(S(=O)(=O)c3ccc4ccccc4c3)CC2)CC1
 : 0 | 9 | 14 | 0.2 | -8 | -0.3 | 5 | 3 | -0.9 | 1
COC(=O)c1[nH]c2cc(OC)ccc2c1NC(=O)CCN1CCN(c2cccc(C)c2C)CC1
 : 11 | -2 | -4 | 0.7 | 8 | -1.2 | 23 | 2 | -2.2 | 6
Cc1ccc(S(=O)(=O)NCc2cn3ccccc3n2)c(C)c1
 : 3 | 2 | 2 | 0.0 | -1 | -0.5 | 5 | 10 | -0.5 | 18
Cc1ccc(C2OC3=C(C(=O)CC(C)(C)C3)C(N)=C2C#N)o1 (stereo not drawn)
 : -1 | 8 | 12 | -0.3 | -4 | . | 2 | -2 | -0.1 | 9
O=C(c1sc2ccccc2c1Cl)N(Cc1cccs1)C1CCS(=O)(=O)C1 (stereo not drawn)
 : -1 | 7 | 7 | -3.8 | -2 | 0.7 | 10 | -1 | 1.3 | -1
COc1ccc(-c2cc(C(F)(F)F)nc(SCC(=O)NCCN3CCOCC3)n2)cc1OC
 : 8 | 0 | -27 | 4.4 | -3 | -2.8 | 21 | -1 | -0.1 | 12
COc1nn(CC(=O)N2N=C(C(F)F)CC2(O)C(F)F)cc1[N+](=O)[O-] (stereo not drawn)
 : -1 | 5 | 9 | 0.2 | -4 | 0.1 | -3 | -2 | -1.4 | -2
O=[N+]([O-])c1ccc(-c2nc(NCc3ccccc3)c3ccccc3n2)cc1
 : 6 | 7 | 0 | 0.2 | 2 | . | 8 | -16 | -3.5 | 10
CC1(C)C(/C=C/C=C/C=C/C=C2\N(CCCCS(=O)(=O)O)c3ccc4ccccc4c3C2(C)C)=[N+](CCCCS(=O)(=O)[O-])c2ccc3ccccc3c21
 : 0 | -2 | . | 0.5 | -66 | 0.4 | 5 | -87 | 12* | .
CCOc1cc(C2C3=C(CC(C)(C)CC3=O)N(CCCOC)C3=C2C(=O)CC(C)(C)C3)ccc1O
 : 0 | 7 | 11 | 0.7 | 22 | -0.2 | 0 | . | -3.7 | -1
COc1cccc(NC(=O)CN(C)C(=O)c2ccc(S(=O)(=O)Nc3ccccc3F)cc2)c1
 : -2 | -6 | . | . | 5 | . | 8 | . | 3.2 | 1
S=C(Nc1ccccc1)N(CCN1CCOCC1)Cc1cccc(Cl)c1
 : -1 | 16 | 30 | 0.6 | -9 | -0.5 | -4 | 5 | -1.5 | 5
Cc1nc2ccccc2c(=O)n1-c1ccc(C(=O)O)cc1
 : 1 | -8 | 23 | -1.8 | 2 | 1.5 | 6 | -1 | -1.5 | 9
C/C(N)=C(/C#N)C(=O)COC(=O)c1cccc(O)c1
 : 3 | -7 | 12 | 2.3 | 0 | . | -6 | 3 | -1.7 | 12
Cc1ccc(C(=O)NN2CC(O)=C(c3nc(-c4cccc([N+](=O)[O-])c4)cs3)C2=N)cc1
 : -3 | -2 | 2 | -1.2 | 0 | . | 4 | -8 | 0.4 | -11

Entries of single compounds, looked up by structure. Order of values: FBA Mtb inh	MazEF act	DUSP3 inh	Mtb UGM inh	BoNT F protease	Mtb BioA inh	GDH-TPI inh	Rv3671c inh	FadD28 binding	CCHFV vOTU inh
Cc1nc2ccccc2c(=O)n1-c1ccc(C(=O)O)cc1 reads 1	-8	23	-1.8	2	1.5	6	-1	-1.5	9
O=C(Nc1ccccc1F)c1cccc(C(=O)Nc2ccccc2F)c1 reads -1	4	16	-1.0	?	.	0	0	-3.4	-5

The listing picks up; the 3 compounds before the break are reprinted first.
Values run as follows: FBA Mtb inh | MazEF act | DUSP3 inh | Mtb UGM inh | BoNT F protease | Mtb BioA inh | GDH-TPI inh | Rv3671c inh | FadD28 binding | CCHFV vOTU inh
Cc1nc2ccccc2c(=O)n1-c1ccc(C(=O)O)cc1
 : 1 | -8 | 23 | -1.8 | 2 | 1.5 | 6 | -1 | -1.5 | 9
C/C(N)=C(/C#N)C(=O)COC(=O)c1cccc(O)c1
 : 3 | -7 | 12 | 2.3 | 0 | . | -6 | 3 | -1.7 | 12
Cc1ccc(C(=O)NN2CC(O)=C(c3nc(-c4cccc([N+](=O)[O-])c4)cs3)C2=N)cc1
 : -3 | -2 | 2 | -1.2 | 0 | . | 4 | -8 | 0.4 | -11
CC1Sc2ccc(S(=O)(=O)CCC(=O)N(C)Cc3ccco3)cc2NC1=O (stereo not drawn)
 : -1 | 10 | 81 | 1.5 | -5 | 36 | -3 | -10 | -1.5 | 28
O=c1ccc(NS(=O)(=O)c2ccccc2)cn1Cc1ccc(Cl)c(Cl)c1
 : -3 | 5 | 36 | 0.6 | 16 | 2.4 | 4 | 6 | -0.7 | -10
Cc1cccc(NC(=O)C2CC(O)CN2C(=O)Oc2ccccc2)c1 (stereo not drawn)
 : -3 | 5 | 2 | -3.9 | 0 | -2.2 | 0 | 8 | -2.9 | -9
CNS(=O)(=O)c1ccc(C(=O)NCC(=O)NCCc2ccc3c(c2)OCCO3)cc1
 : 1 | 2 | . | 0.2 | 1 | -1.1 | 4 | -8 | . | -11
O=S(=O)(c1ccc(N2CCN(Cc3ccccc3)CC2)nc1)N1CCCC1
 : 2 | -4 | . | 2.2 | 6 | 4.9 | 3 | -1 | 2.0 | -4
COC(=O)C1CCN(C(=O)COC(=O)c2ccc(=O)n(Cc3ccccc3)n2)CC1
 : -1 | 0 | . | -0.7 | -2 | -0.8 | -1 | 3 | 0.0 | 4
CC1CCN(S(=O)(=O)c2ccc3ncn(CC(=O)N4CCN(C)CC4)c(=O)c3c2)CC1
 : 4 | 6 | 3 | 1.5 | 6 | . | 4 | -3 | -1.7 | -13
O=C(COC(=O)c1ccc2c(c1)OCCO2)Nc1ccc(F)cc1F
 : -1 | -1 | . | 2.8 | -5 | -2.1 | 3 | -2 | 0.9 | 8
COCc1ccc(C(=O)N2CCCC(Nc3ccc(F)c(F)c3)C2)s1 (stereo not drawn)
 : 1 | -4 | 16 | -1.9 | -8 | 4.8 | 5 | 13 | -0.2 | 17
O=C(Cn1cnc2c(OCc3ccccc3)ncnc21)NCc1ccccc1
 : 0 | 3 | . | 1.1 | 2 | -0.7 | 8 | -3 | 0.2 | 11
CCOc1ccc(NC(=O)CN2C(=O)CSc3ccc(S(=O)(=O)N4CCOCC4)cc32)cc1
 : 3 | 4 | -31 | 0.0 | -5 | 1.7 | -7 | 3 | -3.6 | -11
O=C(CCCc1c[nH]c2ccccc12)Nc1ccc(S(=O)(=O)Nc2ncccn2)cc1
 : -1 | 1 | -5 | -0.1 | -3 | -1.3 | 1 | -6 | -2.2 | -10
COc1ccc(Cc2ccccc2C(=O)O)cc1
 : 1 | 5 | . | . | 2 | -1.7 | -3 | . | 0.3 | 6
CC(C)CNS(=O)(=O)c1cc2c3c(c1)CCC(=O)N3CCC2
 : 2 | 6 | 2 | 1.9 | 3 | -0.6 | 5 | -15 | -0.7 | -1

A second format for some results above.
CC1CCN(S(=O)(=O)c2ccc3ncn(CC(=O)N4CCN(C)CC4)c(=O)c3c2)CC1
- FBA Mtb inh: 4
- MazEF act: 6
- DUSP3 inh: 3
- Mtb UGM inh: 1.5
- BoNT F protease: 6
- Mtb BioA inh: .
- GDH-TPI inh: 4
- Rv3671c inh: -3
- FadD28 binding: -1.7
- CCHFV vOTU inh: -13

O=C(COC(=O)c1ccc2c(c1)OCCO2)Nc1ccc(F)cc1F
- FBA Mtb inh: -1
- MazEF act: -1
- DUSP3 inh: .
- Mtb UGM inh: 2.8
- BoNT F protease: -5
- Mtb BioA inh: -2.1
- GDH-TPI inh: 3
- Rv3671c inh: -2
- FadD28 binding: 0.9
- CCHFV vOTU inh: 8

COCc1ccc(C(=O)N2CCCC(Nc3ccc(F)c(F)c3)C2)s1 (stereo not drawn)
- FBA Mtb inh: 1
- MazEF act: -4
- DUSP3 inh: 16
- Mtb UGM inh: -1.9
- BoNT F protease: -8
- Mtb BioA inh: 4.8
- GDH-TPI inh: 5
- Rv3671c inh: 13
- FadD28 binding: -0.2
- CCHFV vOTU inh: 17

O=C(Cn1cnc2c(OCc3ccccc3)ncnc21)NCc1ccccc1
- FBA Mtb inh: 0
- MazEF act: 3
- DUSP3 inh: .
- Mtb UGM inh: 1.1
- BoNT F protease: 2
- Mtb BioA inh: -0.7
- GDH-TPI inh: 8
- Rv3671c inh: -3
- FadD28 binding: 0.2
- CCHFV vOTU inh: 11
